Pf growth 96h – P. falciparum growth inhibition at 96 hours; AID 504834; Potency, µM (top dose mostly 28.7 µM), for the others: at the top dose activity change, negative = inhibition, usual class: inhibitors; P. falciparum luciferase reporter growth, 96 h; 6.9% of 320,000 active; further: potency means the concentration at half of the fitted maximal effect; on the % scale 0 is the no-effect control and ±100 the full control effect
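96 h incubation, 37 C, 5% CO2, of luciferase-reporter P. falciparum-infected RBCs (2% hematocrit, 0.05% parasitemia final) with test compounds; endpoint luminescence.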
Pf growth 48h – P. falciparum growth inhibition at 48 hours (one generation); 5.9% of 310,000 active; P. falciparum luciferase growth in erythrocytes, 48 h; Potency, µM (doses to about 28.7 µM), inactives show at the highest dose activity change, negative = inhibition, actives largely listed as inhibitors; further: potency means the concentration at half of the fitted maximal effect; on the % scale 0 is the no-effect control and ±100 the full control effect
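Read-out is firefly luciferase luminescence from an integrated reporter in P. falciparum, so falling signal marks reduced parasite growth. Infected erythrocytes were at 2% hematocrit and 0.1% parasitemia (final) in Albumax-supplemented RPMI 1640.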
TbPYK inhibitor – T. brucei pyruvate kinase inhibition | Q57TT1 | TbPYK enzyme, Kinase-Glo Plus ATP luminescence, 45 min | Potency, µM (doses to about 76.8 µM), for the others: at the highest dose activity, negative = inhibition, actives largely listed as inhibitors | 0.12% of 410,000 active | AID 624173; further: potency means the concentration at half of the fitted maximal effect; on the % scale 0 is the no-effect control and ±100 the full control effect; nearly all actives have a fitted effect of over 50% in size
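Screened from lowest to highest concentration, compounds were pinned into TbPYK/substrate mixtures, and ADP (130 uM final) was added. Plates sat at room temperature for 45 min prior to Kinase-Glo Plus detection by luminescence.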
CHX counter – counter-screen hit for Shiga toxin inhibitors, cycloheximide; cell reporter, cycloheximide protein synthesis inhibition counterscreen; max response, %; 12% of 300,000 active; AID 2314; in the data active means max response mostly above about 13%, no sharp cut-off; inactive means mostly below about 14%; further: read at 38.3 µM for the half of the compounds with a filed dose; 0% is about no effect
LmPK inhibitor – blocks Leishmania mexicana pyruvate kinase activity. 0.37% of 290,000 active. purified LmPK, Kinase-Glo ATP luminescence, 1 h. AID 1721. Potency, µM (titrated, usually from 57.5 µM), for the others: top-dose activity change, negative = inhibition, most hits filed as inhibitors. Q27686; further: potency means the concentration at half of the fitted maximal effect; on the % scale 0 is the no-effect control and ±100 the full control effect
Target sequence (Q27686 whole entry, looked up): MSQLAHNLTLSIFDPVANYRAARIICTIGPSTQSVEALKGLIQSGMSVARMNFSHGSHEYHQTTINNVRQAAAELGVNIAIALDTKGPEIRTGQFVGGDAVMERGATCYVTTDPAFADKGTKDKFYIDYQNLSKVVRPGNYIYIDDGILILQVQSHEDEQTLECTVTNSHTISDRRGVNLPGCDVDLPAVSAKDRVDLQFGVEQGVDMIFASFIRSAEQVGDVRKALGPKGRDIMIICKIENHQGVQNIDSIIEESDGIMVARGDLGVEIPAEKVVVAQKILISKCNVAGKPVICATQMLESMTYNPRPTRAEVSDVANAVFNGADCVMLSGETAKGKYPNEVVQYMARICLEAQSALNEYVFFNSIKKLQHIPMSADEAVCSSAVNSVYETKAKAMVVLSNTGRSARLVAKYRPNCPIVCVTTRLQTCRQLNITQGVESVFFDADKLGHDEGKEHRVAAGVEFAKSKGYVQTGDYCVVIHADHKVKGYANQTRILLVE
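In 50 mM imidazole pH 7.2 with 7 mM MgCl2, LmPK (0.1 nM) turned over PEP (0.5 mM) and ADP (0.1 mM) for 1 h at room temperature. Luciferase read-out of ATP.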
Shiga toxin inh – inhibitors of Shiga toxin in Vero cells | 9.2% of 290,000 active | inhibition, % at 38.7 µM | Vero cells, Shiga toxin protein synthesis inhibition reporter; in the data active means inhibition mostly above about 28%, no sharp cut-off; inactive means mostly below about 43%; further: 0% is about no effect
AmpC inh no detg – AmpC beta-lactamase inhibition without detergent | Potency, µM (series often up to 57.1 µM), for inactives: at the highest dose activity change, negative = inhibition, actives largely listed as inhibitors | 0.52% of 330,000 active | AmpC nitrocefin hydrolysis, absorbance 480 nm, 0.0001% Triton;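 further: potency means the concentration at half of the fitted maximal effect; plate controls were no compound for no effect and no enzyme for full effect; nearly all actives have a fitted effect of over 20% in size; some results filed as inactive show a strong effect at the top dose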
Target sequence (P00811 whole entry, looked up): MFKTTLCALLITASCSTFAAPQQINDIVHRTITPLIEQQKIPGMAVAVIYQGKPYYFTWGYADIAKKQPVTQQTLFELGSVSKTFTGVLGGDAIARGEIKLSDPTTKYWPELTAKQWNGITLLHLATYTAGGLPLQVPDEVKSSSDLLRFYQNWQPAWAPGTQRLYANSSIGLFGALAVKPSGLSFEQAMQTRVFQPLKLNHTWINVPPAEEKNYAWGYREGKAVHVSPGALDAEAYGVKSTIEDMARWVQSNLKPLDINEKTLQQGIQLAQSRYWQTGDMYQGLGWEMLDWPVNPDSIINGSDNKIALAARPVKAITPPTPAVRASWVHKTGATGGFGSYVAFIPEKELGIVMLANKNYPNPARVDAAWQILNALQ
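AmpC (5.3 nM in the dispensed reagent) in 20 mM phosphate pH 7.0 with 0.01% (detergent screen) or 0.0001% Triton X-100 was preincubated with compounds for 15 min at room temperature. Nitrocefin was then added from an 800 uM solution, and hydrolysis was followed at 480 nm.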
The depositor's hits bear a star; ? = inconclusive; . = not tested or not shown; & = joins results of further samples; [ ] = remark or other dose. Unless noted, the call rests on the fitted dose curve; in most records, active means well fitted curve in the direction sought with a large enough effect; inconclusive means small, poorly fitted or top-dose-only effect, or another doubt; inactive means no such curve, though single readings can be large; an effect the other way counts as inactive or inconclusive.

Screens in order: Pf growth 96h	Pf growth 48h	TbPYK inhibitor	CHX counter	LmPK inhibitor	Shiga toxin inh	AmpC inh no detg
COc1ccc(/C=N/NC(=O)c2nn(C)cc2Br)cc1CSCc1ccco1
→ -5.8%	-12.4%	-12.3%	30.7*	-2.4%	38.3*	-24.4%
CCn1cnc2cc(NCc3ccc(C)cc3)ccc21
→ 9.8%	172.9%[activator]	-22.1%	60.0*	-12.9%	89.9*	-14.8%
C=CCc1ccc(OCC(O)CN2CCCCC2)c(OC)c1 (stereo not drawn)
→ ?	0.8%	5.4%	3.3	3.8%	22.0	16.1%
COC(=O)C1=CN(Cc2ccc(OC)c(OC)c2)C=C(C(=O)OC)C1c1cccc(OC)c1OC
→ ?	?	-0.2%	-3.3	2.0%	27.2	166.0%[activator]
CCNC(=S)N/N=C(\C)c1cccc(OC)c1
→ -21.1%	1.1%	-1.7%	7.0	2.1%	24.9	-31.4%
CCn1c(CSc2ncccn2)nnc1SCC(=O)N1c2ccccc2CC1C (stereo not drawn)
→ .	?	2.2%	4.6	1.0%	4.5	56.1%
COc1ccc(-c2cc(C(=O)Nc3c(Cl)cc(Cl)cc3Cl)c3ccccc3n2)cc1OC
→ ?	13.1µM*	-2.5%	-2.4	3.3%	-9.7	-22.0%
COCCCN1C(=O)C(=O)/C(=C(/O)c2ccc(C)cc2)C1c1ccccc1 (stereo not drawn)
→ 265.1%[activator]	12.0%	2.7%	-2.3	-1.8%	6.3	-16.7%
O=C(CCN1CCCO1)NC1CCCc2c1cnn2-c1ccccc1F (stereo not drawn)
→ ?	-0.4%	7.1%	-2.7	-9.5%	-5.9	-8.2%
CCCN1CN(Cc2ccccc2)CNC1=S
→ ?	16.0%	-10.9%	0.7	0.4%	-2.2	-20.2%
COC(=O)C1CCN(C(=O)Cc2ccc(Br)cc2)CC1
→ 24.8%	14.8%	-16.2%	28.2*	8.8%	66.0*	-1.9%
COc1cccc(N/C(SCc2cccc([N+](=O)[O-])c2)=C(/C#N)C(=O)NCc2cccs2)c1
→ ?	10.4µM*	20.3%	-4.6	0.2%	-12.1	-43.7%
Cc1cccc(NC(=O)NCCc2ccc(Cl)cc2)c1
→ -6.5%	?	3.4%	14.5	3.7%	16.9	-27.0%
O=C(CCC(=O)c1ccc(F)cc1)OC1CCOC1=O (stereo not drawn)
→ -13.8%	44.8%[activator]	3.7%	-0.7	4.5%	-1.6	-2.1%
Cc1cc(C)n(C(=O)c2ccc(NC(=O)C3COc4ccccc4O3)cc2)n1 (stereo not drawn)
→ 8.28µM*	29.6%	-1.8%	17.9	4.4%	-4.2	.

Filtered by structure: those above containing bromine.
Screens in order: Pf growth 96h	Pf growth 48h	TbPYK inhibitor	CHX counter	LmPK inhibitor	Shiga toxin inh	AmpC inh no detg
COc1ccc(/C=N/NC(=O)c2nn(C)cc2Br)cc1CSCc1ccco1
→ -5.8%	-12.4%	-12.3%	30.7*	-2.4%	38.3*	-24.4%
COC(=O)C1CCN(C(=O)Cc2ccc(Br)cc2)CC1
→ 24.8%	14.8%	-16.2%	28.2*	8.8%	66.0*	-1.9%

Remaining list, next part
Screens in order: Pf growth 96h	Pf growth 48h	TbPYK inhibitor	CHX counter	LmPK inhibitor	Shiga toxin inh	AmpC inh no detg
O=[N+]([O-])c1cccc(/C=N/Nc2nccnc2Cl)c1
→ 86.4%[activator]	169.2%[activator]	-18.8%	42.1*	14.1µM*	76.7*	-9.3%
O=C(NCc1ccccn1)c1ccc2c(=O)n3nc(Nc4ccccc4)sc3nc2c1
→ ?	11.6%	1.6%	-3.3	-11.3%	-6.6	-12.9%
O=C(Oc1ccccc1)c1cc2ccccc2o1
→ .	11.3%	-9.6%	8.5	-26.9%	12.1	-25.2%
Nc1c(N(Cc2ccco2)C(=O)c2ccc(Br)cc2)c(=O)[nH]c(=O)n1Cc1ccccc1
→ 2.3%	?	0.1%	.	.	.	-27.7%
CC(C)C(=O)NC(Nc1ccccc1F)C(Cl)(Cl)Cl (stereo not drawn)
→ 64.1%[activator]	34.0%	-0.3%	-1.4	7.1%	-10.1	45.6%
O=C(Nc1ccc(Cl)cc1)C1CCCN(S(=O)(=O)c2cnc[nH]2)C1 (stereo not drawn)
→ 4.7%	.	-1.4%	-4.0	4.1%	-9.7	-18.7%
S=C(Nc1ccccc1)N1CCOCCOCCN(C(=S)Nc2ccccc2)CCOCCOCC1
→ ?	?	-20.9%	-2.2	2.1%	-3.0	129.9%[activator]
NC[C@@H]1O[C@H](O[C@@H]2[C@H](O[C@@H]3O[C@H](CO)[C@@H](O)[C@@H]3O)[C@@H](O)[C@@H](N)C[C@H]2N)[C@@H](N)[C@H](O)[C@@H]1O
→ -26.3%[12.8 µM]	-11.0%[12.8 µM]	0.7%[33.2 µM]	.	.	.	.
Cc1cc(C(C)(C)C)cc(C)c1C[n+]1ccc2ccccc2c1
→ 1.31µM*	1.17µM*	-8.0%	-9.5	-5.8%	-6.3	29.1%
O=C(NC1CC(=O)N(c2ccccc2)C1)N1CCN(C(=O)c2ccco2)CC1 (stereo not drawn)
→ -11.6%	6.3%	-9.0%	.	.	.	-7.1%
COc1ccc(NC(=O)CN2C(=O)C(C)Oc3ccccc32)c(OC)c1 (stereo not drawn)
→ ?	.	-2.7%	-1.3	10.5%	-4.2	-11.9%
COc1ccc(NC(=O)Nc2cccc3ccccc23)cc1S(N)(=O)=O
→ 44.1%[activator]	-2.5%	0.1%	-2.6	3.1%	-9.4	-17.0%
CCOC(=O)N1CCN(CCC(=O)Nc2ccc(C)c(Br)c2)CC1
→ 0.7%	30.4%[activator]	1.6%	-0.9	0.0%	-18.9	89.9%[activator]
COc1ccc(CCNC(=O)[C@@H](NC(=O)N2CCn3c2nc2ccccc23)C(C)C)cc1OC
→ ?	?	-3.6%	-0.8	-0.2%	-2.5	154.7%[activator]
CCSc1nc(O)cc(=O)n1-c1ccc(OC)cc1
→ 20.4%	.	1.4%	-3.7	9.9%	-11.1	-29.6%
CCC(Sc1nc2c(c(=O)[nH]1)CCC2)C(=O)Nc1cccc(OC)c1 (stereo not drawn)
→ 109.6%[activator]	?	-4.3%	-1.8	0.2%	-9.7	-24.7%
CC(=O)c1ccc(NC(=O)c2cc(=O)[nH]c3ccccc23)cc1
→ 41.8%[activator]	5.3%	-3.0%	-2.3	12.4%	5.6	-11.0%
Cc1ccc(C(=O)NCCc2nnc3ccc(SCC(=O)Nc4c(C)cc(C)cc4C)nn23)cc1
→ 0.9%	-4.6%	3.5%	-3.4	1.7%	-20.8	111.1%[activator]
CCN(CC)S(=O)(=O)c1cccc(-c2n[nH]c(=S)n2C(C)COC)c1 (stereo not drawn)
→ -12.6%	-5.1%	?	-6.9	?	-15.1	-18.9%
Cc1ccc(C=C2C(=O)c3ccccc3C2=O)o1
→ ?	?	?	37.1*	4.47µM*	58.5	-23.7%
Cc1c(-n2cc(C(=O)O)c(=O)c3cc(F)c(N4CCCC(O)C4)c(F)c32)c(=O)n(-c2ccccc2)n1C (stereo not drawn)
→ -16.3%	?	2.5%	0.3	-6.0%	16.9	-11.6%
CC(=O)c1cccc(NC(=O)Cn2cnc(S(=O)(=O)N3CCCCC3)c2)c1
→ 23.5%	1.1%	-1.8%	-3.8	6.8%	-5.9	-14.1%
CCN(CC(=O)NC1CCS(=O)(=O)C1)S(=O)(=O)c1ccccc1Cl (stereo not drawn)
→ 45.8%[activator]	12.0%	0.0%	-3.6	-5.8%	-2.3	0.4%
CCc1ccccc1NC(=O)Nc1c(C)n(C)n(-c2ccccc2)c1=O
→ ?	6.0%	-4.4%&-0.3%	3.2	3.7%	-12.2	-8.6%
COc1ccc(CCn2c(NCc3ccco3)nc3c2c(=O)[nH]c(=O)n3C)cc1
→ ?	.	3.0%	-3.0	5.1%	-9.4	7.4%
CC(C)C[C@@H](CO)N1CCN(CC(C)C)CCC1=O
→ 5.3%	41.3%[activator]	-4.6%	-1.3	-1.6%	-8.9	-10.5%
O=C(O)CCC(=O)N1N=C(c2ccc(Br)cc2)CC1c1cccs1 (stereo not drawn)
→ ?	-15.3%	1.3%	-5.6	2.2%	-8.2	5.2%
COc1ccccc1NC(=S)NNC(=O)c1ccc(O)cc1
→ 0.37µM*	.	-9.1%	24.1*	-10.9%	27.0	-14.4%
CCN=C1SC(CC(=O)Nc2ccc(C(F)(F)F)cc2)C(=O)N1CC (stereo not drawn)
→ 54.5%[activator]	2.62µM*	-7.2%	-1.7	1.6%	-4.9	24.9%
Cc1ccc(C)c(N(CC(=O)NN=C2CCCCCCC2)S(C)(=O)=O)c1
→ 44.8%[activator]	-6.1%	-4.8%	-2.5	-3.0%	7.5	-5.9%
CC(CC(=O)NCCc1ccc(F)cc1)c1ccccc1 (stereo not drawn)
→ ?	28.0%	5.5%	25.4*	-1.5%	56.7	-5.3%
C=CC(=O)O
→ -20.0%	-3.5%	-2.3%	.	.	.	.
O=C(CCn1c(=O)[nH]c2ccccc2c1=O)N1CCN(c2ccc(Cl)cc2)CC1
→ -17.0%	16.1%	5.0%	-3.0	5.2%	4.3	-6.7%
O=C(OCC(=O)N1CCc2ccccc2C1)c1ccc(Cl)c([N+](=O)[O-])c1
→ -18.3%	?	4.3%	.	.	.	-18.2%
CC(C)(C)CC(=O)Nc1cccc2c1CCCC2
→ -6.4%	.	0.0%	8.9	2.5%	2.5	-4.8%
CCN(CC)c1ccc(/C=N/Nc2ccc(C)cc2)c(O)c1
→ ?	-3.9%	-5.8%	9.8	-0.5%	23.7	-40.2%
CCCOc1ccc(CN(CCO)CCO)cc1C(=O)OC
→ 8.28µM*	0.6%	3.8%	-10.0	-4.5%	-17.1	0.6%
COC(=O)NCc1ccc(CNC(=O)OC)cc1
→ 31.5%[activator]	28.5%	-9.1%	-2.7	-2.9%	-8.1	-1.7%
CC(C)c1cc(C(=O)N/N=C/c2c[nH]c3ccccc23)n[nH]1
→ -2.4%	3.0%	0.4%	17.1*	-1.9%	53.1*	-33.5%
Fc1ccc(Nc2nnc(C(F)(F)F)s2)cc1Cl
→ ?	?	6.0%	1.6	4.2%	8.0	-39.5%
O=C(/C=C/c1ccc(OC(F)F)cc1)Nc1cccc(S(=O)(=O)NC2=NCCCCC2)c1
→ -2.9%	-2.6%	-6.9%	28.7*	-4.8%	57.3*	-35.5%
O=C(O)CC1(CC(=O)Nc2ccc(C(F)(F)F)cc2)CCCC1
→ 34.8%[activator]	?	-4.3%	-2.9	1.5%	-3.8	-3.6%
